# Screening data as filed in PubChem.
# Polio RdRp inh = poliovirus RNA polymerase inhibition | 0.66% of 150,000 active | % elongation, % (compound at 16.7 µg/mL) | poliovirus polymerase elongation, fluorescence polarization; active compounds read low | P03300 | AID 588519; in the data active = % elongation below about 90%; also: some results filed as inactive read as strong as hits
# Target sequence (P03300 1749-2209 limits assumed): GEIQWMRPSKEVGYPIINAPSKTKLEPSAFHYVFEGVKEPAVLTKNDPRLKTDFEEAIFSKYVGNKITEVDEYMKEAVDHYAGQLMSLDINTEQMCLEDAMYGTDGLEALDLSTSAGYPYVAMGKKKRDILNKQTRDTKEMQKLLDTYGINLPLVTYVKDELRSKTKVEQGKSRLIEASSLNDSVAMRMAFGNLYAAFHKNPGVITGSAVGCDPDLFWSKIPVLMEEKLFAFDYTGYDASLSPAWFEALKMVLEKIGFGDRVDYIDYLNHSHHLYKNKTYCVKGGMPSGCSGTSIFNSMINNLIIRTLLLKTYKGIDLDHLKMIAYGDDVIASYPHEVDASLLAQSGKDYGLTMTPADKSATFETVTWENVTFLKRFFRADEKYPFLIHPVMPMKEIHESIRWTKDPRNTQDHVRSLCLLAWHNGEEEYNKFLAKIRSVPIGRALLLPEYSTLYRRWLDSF
# Polio RdRp inh FP z-score = second read-out of Polio RdRp inh, no call of its own (marks repeat the call); z-score; measured here: FP z-score; hits read low
# The depositor's hits bear a star; & = joins results of further samples. Not all compounds are listed; count on the stated rates, not on these rows.
SMILES,Polio RdRp inh,Polio RdRp inh FP z-score
Cc1csc(C(C#N)C(=O)CSc2nncn2-c2ccccc2)n1 (stereo not given),105,0.4
CCOc1ccccc1CNC(=O)C1CCN(S(=O)(=O)c2ccc3[nH]c(=O)ccc3c2)CC1,110,0.6
Cc1ccc(-n2cnnn2)cc1S(=O)(=O)NC(C)(C)C,105,1.2
CCOC(=O)c1oc2cc(N)ccc2c1C,106,1.3
Cc1ccc(C)c(CSc2nncn3c2cc2occc23)c1,103,0.9
CC1CCCN(C(=O)CSc2ncnc3ccccc23)C1 (stereo not given),106,0.4
O=C(NCCc1ccccc1)C1CCCN(S(=O)(=O)c2ccc3[nH]c(=O)oc3c2)C1 (stereo not given),101,0.3
CCOC(=O)C(CC)n1nc(C)c2c(C)n(-c3ccc(C)cc3)nc2c1=O (stereo not given),107,0.1
CCOC(=O)c1ccc(NC(=O)CC2Sc3ccc(C(F)(F)F)cc3NC2=O)cc1 (stereo not given),107,0.6
CCOc1ccc(CNC(=O)C2CCN(C(=O)N3CC(CC)Oc4ccc(C)cc43)CC2)cc1OC (stereo not given),108,0.2

# Structures from the list above with an NH in an aromatic ring (two):
SMILES,Polio RdRp inh,Polio RdRp inh FP z-score
CCOc1ccccc1CNC(=O)C1CCN(S(=O)(=O)c2ccc3[nH]c(=O)ccc3c2)CC1,110,0.6
O=C(NCCc1ccccc1)C1CCCN(S(=O)(=O)c2ccc3[nH]c(=O)oc3c2)C1 (stereo not given),101,0.3

# Following part:
SMILES,Polio RdRp inh,Polio RdRp inh FP z-score
O=C(CC(C(=O)O)N1CCN(c2ccc3c(c2)OCO3)CC1)c1ccc(C2CCCCC2)cc1 (stereo not given),101,-0.3
COc1ccc(NC(=O)CC2C(=O)OCC3CCCCN32)cc1OC (stereo not given),106,0.3
CCOC(=O)CSc1cc(Cl)c2cccc(C)c2n1,106,0.3
S=C(NCC1COc2ccccc2O1)NC1CCCCC1 (stereo not given),109,0.7
COc1ccc(OC)c(CCNC(=O)c2c(C)nn(-c3ccc(F)cc3)c2-n2cccc2)c1,113,1.3
CCCCc1nn2c(=O)cc(COC(=O)c3cccc(OC)c3)nc2s1,98,-1.6
CCc1ccc(N=Cc2c(O)[nH]c(=S)[nH]c2=O)cc1,102,-0.1
COc1c(Br)csc1C(=O)NN,100,-0.5
COc1ccc(CNC(=O)c2cnn3c(C)c(Cc4c(F)cccc4Cl)c(C)nc23)cc1,113,0.8
Cc1cc(C(=O)OC(C)C(=O)Nc2ccc(Oc3ccccc3)cc2)c(C)o1 (stereo not given),102,0.2
CC(SCC(=O)NC1CCCCCC1)c1nc2ccccc2c(=O)[nH]1 (stereo not given),105,0.1
O=c1c2ccccc2[nH]c(=S)n1-c1ccc(Cl)c(Cl)c1,107,0.3
Cc1ccc(-n2c(C)c(C)c(C#N)c2N)cc1,99,-0.4
CN(C)S(=O)(=O)c1ccc(NC(=O)COc2ccccc2)cc1,104,1.4
COc1ccc(-c2noc(COc3cc(C)c(Br)c(C)c3)n2)cc1OC,107,0.5
O=C(OCCN1CCCC1=O)c1ccco1,100,-0.6
Cc1ccc(S(=O)(=O)NC2CCOC(C)(C)C2)cc1 (stereo not given),101,0
CCc1cccc(NC(=O)C2CCCN2S(=O)(=O)c2ccc3c(c2)n(C)c(=O)c(=O)n3C)c1 (stereo not given),97,-2.2
O=C(N1CCCC1)C12CC3CC(CC(C3)C1)C2,103,0.3
C=C(C)C1=NC(C)(C)CC(C)O1 (stereo not given),112,0.6

# Four compounds out of the list, ordered by molecular weight, ascending:
SMILES,Polio RdRp inh,Polio RdRp inh FP z-score
O=C(OCCN1CCCC1=O)c1ccco1,100,-0.6
Cc1ccc(S(=O)(=O)NC2CCOC(C)(C)C2)cc1 (stereo not given),101,0
O=c1c2ccccc2[nH]c(=S)n1-c1ccc(Cl)c(Cl)c1,107,0.3
CCc1cccc(NC(=O)C2CCCN2S(=O)(=O)c2ccc3c(c2)n(C)c(=O)c(=O)n3C)c1 (stereo not given),97,-2.2

# Further structures.
SMILES,Polio RdRp inh,Polio RdRp inh FP z-score
CCCCn1cc(S(=O)(=O)c2ccc(OC)cc2)c(=O)c2cc(F)c(N3CCCC3)cc21,108,0.1
O=C(NCc1ccccc1Cl)C1CCCN(C(=O)c2cnn(-c3ccc(F)cc3)c2-n2cccc2)C1 (stereo not given),103,-1
C#CCNCc1ccco1,102,0.3
CCc1ccc(NC(=O)C2(c3cccs3)CCOCC2)cc1,102,-1.1
O=C(Nc1ccc2c(c1)OCO2)c1cc(-c2ccc(Br)cc2)on1,106,0.4
O=C(OCC(=O)N1CCCCC1)c1cc2ccccc2oc1=O,103,0.1
COc1cc(OC)cc(C(=O)N[C@H](C(=O)Nc2c(C)n(C)n(-c3ccccc3)c2=O)C(C)C)c1,100,-0.4
CCOc1ccc(C2C(C(=O)Nc3ccccc3C)=C(C)Nc3nnnn32)cc1 (stereo not given),105,0.1
Cc1cc(C(=O)N(C)c2c(N)n(Cc3ccccc3)c(=O)[nH]c2=O)c(C)o1,104,0
Cc1occc1-c1nnc(SCc2nn[nH]n2)n1-c1ccccc1,104,0.8
Cc1cccc(CCNCc2cc3cc4c(cc3[nH]c2=O)OCO4)c1,101,-0.1
Nc1ccccc1NC1=CC(=O)CC(c2ccccc2)C1 (stereo not given),102,0.1
Cc1ccc(CNC(=O)C2CCN(c3nc4ccccc4n(C)c3=O)CC2)cc1,106,0.6
CCn1c(SCC(=O)N2CCCc3ccccc32)nnc1-c1c[nH]c2ccccc12,104,0.8
CCCCOc1cccc2c1CCN(Cc1ccccc1)C2=O,102,0.5
Cc1ccccc1OCCCC(=O)Nc1cccc(C(F)(F)F)c1,103,0.1
CCC(Sc1nnc(COc2ccccc2)n1C)C(=O)Nc1ccccc1 (stereo not given),104,0.9
CCn1c(/N=C(\C)c2cc(Cl)ccc2O)nc2ccccc21,97,-0.7
O=C1c2nc3cc(-c4ccccc4)[nH]n3c(=O)c2CN1Cc1ccccc1,106,0.2
CCCCc1ccc2nc(N)sc2c1,99,-0.9

# Quoted at random: 4 compounds from above.
SMILES,Polio RdRp inh,Polio RdRp inh FP z-score
CCn1c(SCC(=O)N2CCCc3ccccc32)nnc1-c1c[nH]c2ccccc12,104,0.8
Cc1ccccc1OCCCC(=O)Nc1cccc(C(F)(F)F)c1,103,0.1
Cc1cccc(CCNCc2cc3cc4c(cc3[nH]c2=O)OCO4)c1,101,-0.1
CCC(Sc1nnc(COc2ccccc2)n1C)C(=O)Nc1ccccc1 (stereo not given),104,0.9

# The list goes on:
SMILES,Polio RdRp inh,Polio RdRp inh FP z-score
CCCOC(=O)C1=C(C)N(CC)C(=O)NC1c1ccccc1Cl (stereo not given),102,0.2
CN(C)S(=O)(=O)c1ccc(SCC(=O)NC(C)(C)C)nc1,99,-0.6
COc1cc2[nH]c(=O)n(CCCC(=O)N3CCN(c4ccc(Cl)cc4)CC3)c(=O)c2cc1OC,102,0.4
Cc1ccsc1C=NCCc1ccc(S(N)(=O)=O)cc1,104,0.3
COc1cccc(N2CCN(c3ncnc4c3c(-c3ccccc3)cn4-c3ccc(F)cc3)CC2)c1,109,0.3
Cc1ccccc1N1C(S)=C(C#N)C(=O)NC1c1ccco1 (stereo not given),95,-1.5
CC(O/N=C/c1ccccc1OC(F)F)C(=O)NC1CCCC1 (stereo not given),104,0.2
Cc1n[nH]c(C)c1Nc1nc(-c2ccccc2)cs1,100,-0.3
Cc1oc(C(C)(C)C)cc1-c1cc(N)n(-c2ccc(I)cc2)n1,101,-0.8
CCOC(=O)C1=C(C)NC(C)=C(C(=O)OCC)C1C(=O)OCC(=O)NC1CCCCCC1,101,-0.2
Cc1cc(C(=O)OC(C)C(=O)Nc2cccc(Cl)c2)c2ccccc2n1 (stereo not given),100,-1
c1ccc2c(c1)nc(N1CCOCC1)n1cc(N3CCCC3)nc21,100,-0.5
O=C(CCc1nc2ccccc2[nH]1)N1CCN(C2CCCCC2)CC1,104,0.7
COC(=O)C1CC2CCC1C2 (stereo not given),104,0.2
Cc1ccc(NC(=O)c2ccc(=O)n(CC(=O)Nc3ccccc3)n2)cc1,107,0.1
O=C(CN1C(=O)C2(SCC(=O)N2c2cccc(F)c2)c2ccccc21)NCCc1ccccc1 (stereo not given),105,0
COc1cc(OC)cc(C(=O)N/C(N)=N\c2nc3ccccc3s2)c1,100,-0.6
Oc1cc(Cc2nc3ccccc3s2)c(O)cc1Cc1nc2ccccc2s1,101,0
O=C1CC(c2ccccc2)c2c(n3ncnc3[nH]c2=O)N1 (stereo not given),104,0.2
Cc1cc(C)cc(NC(=O)NCCc2c(C)nn(C)c2C)c1,107,0.2
Nc1ncnc2sc3c(c12)CCCC3,101,-0.1
COC(=O)C1=C(CN2CCC(C)CC2)NC(=O)NC1c1ccc(OC)cc1 (stereo not given),105,1
OC(COCc1ccccc1)CN1CCN(c2ccccc2)CC1 (stereo not given),104,0.3
CCC1=Nc2cc(C(=O)NCC(C)c3ccccc3)ccc2Sc2ccc(C)cc21 (stereo not given),111,-0.2
Cc1ccc(OCCCn2c(=O)oc3ccccc32)cc1,102,-0.3
CCc1ccc(CN(Cc2ccco2)C(=O)COc2ccc(Cl)c(C)c2)cc1,100,-1.1
CCN(Cc1ccccc1)C(=O)c1cc2ccc3cccnc3c2[nH]1,109,0.2
O=C(CCc1ccccc1)NCc1ccc2c(c1)OCO2,103,0.7
O=c1c2ccccc2nc(/C=C/c2cccc3ccccc23)n1-c1ccc(F)cc1F,109,0.2
COc1ccc(NC(=O)Cn2cnc3ccc(S(=O)(=O)N4CCC(C)CC4)cc3c2=O)cc1OC,102,-1
Cc1ccc(Nc2cc(C)c(C#N)c3nc4ccccc4n23)cc1Cl,101,-1.2
Cc1cc(C(=O)COc2ccc(Cl)cc2)c(C)n1-c1ccon1,104,0.3
O=S(=O)(c1ccc(F)cc1)N1CCCN(c2nccc(C(F)(F)F)n2)CC1,105,0.6
Cc1ccc(C)c(S(=O)(=O)c2nnn3c2nc(N2CCC(C(N)=O)CC2)c2sccc23)c1,99,-1.3
COc1ccc(C(=O)Cc2cc3ccccc3oc2=O)c(OC)c1,101,-0.1
O=C(CSc1ccccn1)Nc1ncccn1,99,-0.9
O=C(Cc1ccc(-n2cccc2)cc1)NCCc1ccccc1,102,0.3
CCOc1ccc(CNC(=O)c2cc(=O)[nH]c3ccc(S(=O)(=O)N4CCCCC4)cc23)cc1,110,0
O=C(CN1C(=O)CSc2ccccc21)OCCCn1c(=O)[nH]c2ccccc21,105,0.3
Cc1ccc(C2C3=C(CCCC3=O)N(C)C3=C2C(=O)CCC3)cc1,103,0.7
Cc1nc(N2CCN(CC(=O)NC3CC3)CC2)c2c(-c3ccccc3)csc2n1,103,-0.2
Cc1nc(N)sc1-c1csc(Nc2ccccc2)n1,102,0.6
O=C(CSc1ncccc1C(=O)N1CCc2ccccc2C1)Nc1ccc2c(c1)OCO2,103,-0.2
CN(Cc1ccccc1)C(=O)Cn1cc(S(=O)(=O)N2CCCC2)c(S(=O)(=O)N2CCCC2)c1,99,-1.6
CCOC(=O)c1cccc(NC(=O)c2ccc3nc(CCc4ccccc4)oc3c2)c1,106,-0.1
CCOC(=O)c1c(N)n(-c2ccc(C)c(Cl)c2)c2nc3ccccc3nc12,109,0.8
Brc1ccc(-c2nnc(C34CC5CC(CC(C5)C3)C4)o2)cc1,102,0
CCOc1ccc(C(=O)NCC2CCN(c3nc(C)cc(C)n3)CC2)cc1,104,0.7
O=C(/C=C/c1cccs1)OCc1csc(-c2ccccc2)n1,105,0.2
CC/C=C\C/C=C\C/C=C\CCCCCCCC(=O)O,99&99,-1&-0.2
# Next section
SMILES,Polio RdRp inh,Polio RdRp inh FP z-score
O=C(NCCc1ccsc1)c1cc2c(Cl)nc3ccccc3c2s1,103,0.3
O=c1ccc2cc(S(=O)(=O)NC3CCCCC3)ccc2[nH]1,100,-0.4
c1ccc(C2CCN(c3ncnc4c3nc3n4CCCCC3)C2)cc1 (stereo not given),102,0.2
CC(SCc1nc2sc3c(c2c(=O)[nH]1)CCCC3)C(=O)NCc1ccco1 (stereo not given),120,3.4
COC(=O)COc1ccc2c(C)cc(=O)oc2c1,102,0.6
Cc1cc(C)n(C(=O)CCCC(=O)O)n1,99,-0.8
COC(=O)/C=C1\SC(=Nc2ccc(C)cc2)NC1=O,101,0.1
N#Cc1c(NC(=O)COc2ncnc3ccccc23)sc2c1CCC2,108,1.2
NC(=S)N1CCC(c2ccccc2)=N1,96,-1.4
CC(C(=O)N1CCCC1)N(c1ccccc1)S(C)(=O)=O (stereo not given),101,-0.5

# Compound profiles, as listed above. Order of values: Polio RdRp inh | Polio RdRp inh FP z-score
# `CC1CCCN(C(=O)CSc2ncnc3ccccc23)C1` (stereo not given) as listed: 106 | 0.4
# `c1ccc(C2CCN(c3ncnc4c3nc3n4CCCCC3)C2)cc1` (stereo not given) as listed: 102 | 0.2
# `Cc1ccc(Nc2cc(C)c(C#N)c3nc4ccccc4n23)cc1Cl` as listed: 101 | -1.2
# `O=c1c2ccccc2nc(/C=C/c2cccc3ccccc23)n1-c1ccc(F)cc1F` as listed: 109 | 0.2

# More compounds follow.
SMILES,Polio RdRp inh,Polio RdRp inh FP z-score
COCC(=O)N1CCN(c2ccc(F)cc2)CC1,101,0.2
CN(C(=O)CSc1nnc2ccccn12)c1ccccc1,96,-0.9
CCCCC(CC)CN1CC(O)=C(c2nc3ccccc3s2)C1=N (stereo not given),103,0.5
CCc1ccccc1NC(=O)CSc1ncc(S(=O)(=O)c2ccccc2)c(=O)[nH]1,93,-3.5
Cc1ccc(-c2nc(C(=O)NCc3ccc(Cl)cc3)c3n2CCCCC3)cc1,112,1.3
O=C(Nc1cc(Cl)ccc1O)c1cc2nc(-c3ccc4c(c3)OCO4)cc(C(F)(F)F)n2n1,101,-1
O=C(Cc1ccccc1)OCc1ccc(Cl)cc1,103,0.5
N#CC1(C#N)C(C(=O)C23CC4CC(CC(C4)C2)C3)C12CCOCC2 (stereo not given),101,-0.2
CCOc1ccc(Sc2cc(C(=O)NCc3ccc(C)cc3)c3ccccc3n2)cc1,105,-1.5
CN1C(=O)c2ccc(NC(=O)/C=C/c3ccc(Br)o3)cc2C1=O,103,0.2
CCCC(=O)Nc1ccc(-c2cn3cccnc3n2)cc1,100,-0.1
CC(NC(=S)NC1CCCCC1)c1ccncc1 (stereo not given),100,0.1
